# From PubChem
# DAX1 inh-1 = DAX1 (NR0B1) inhibitors on StAR promoter, primary screen, cell-based, luminescence, SF-1 (NR5A1), full-length DAX-1 | 370,000 compounds, 1.1% hits | inhibition, % at 6.8 µM | HEK293T StAR-luciferase reporter, SF-1/DAX-1 repression relief | AID 652010, 2013;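 active means inhibition above the mean over all tested compounds plus 3 SD, cut at about 3.6% in these data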;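 further: 0% = DAX-1 cells with DMSO and 100% = cells lacking DAX-1 with DMSO; higher inhibition means more luminescence from relief of DAX-1 repression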
# PG9 binder = binders of HIV-1 gp120 antibody PG9, primary screen, biochemical, TR-FRET. TR-FRET gp120-PG9 antibody binding. 360,000 compounds, 0.43% hits. AID 624416, 2012. inhibition, % at 6.7 µM. HIV-1 gp120 / PG9 antibody interaction; in the data active means inhibition above about 8.5%
# PLC-beta3 inh = human PLC-beta3 inhibitors, primary screen, biochemical, fluorescence | 1-phosphatidylinositol 4,5-bisphosphate phosphodiesterase beta-3 (Homo sapiens), Q01970 | Purified PLC-beta3, fluorogenic substrate | inhibition, % at 12.2 µM | 370,000 compounds, 0.18% hits; in the data active means inhibition above about 11%;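 further: 0% = median of compound wells on plate and 100% = full blocker control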
# hcDAF12 agonist = H. contortus DAF-12 nuclear receptor activators, primary screen, cell-based, luminescence, HEK293, lit1-tk-luc reporter. AID 652067, 2013. activation, % at 6.8 µM. 370,000 compounds, 1.4% hits. HEK293 hcDAF-12 lit1-tk-luc reporter; 0% DMSO, 100% Δ7-dafachronic acid;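 active means activation above the mean of all tested compounds plus 3 SD, cut at about 5.5% in these data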;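 further: 100% = response to 3 µM Δ7-dafachronic acid high control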
# SMARCA2 act = SMARCA2 (BRM) function activators, primary screen, cell-based, luminescence, high throughput; MG213 cells, MMTV-luciferase reporter, dexamethasone, overnight; activation, % at 9.1 µM; 370,000 compounds, 1% hits; in the data active means activation above about 7.8%;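 further: 0% = vehicle wells and 100% = reference activator wells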
# HGIII-sPLA2 inh = human group III sPLA2 inhibitors, primary screen, biochemical, QFRET, BODIPY PC-A2 liposome substrate | Group 3 secretory phospholipase A2 (Homo sapiens), Q9NZ20 | QFRET BODIPY PC-A2 liposome hydrolysis, fluorescence | inhibition, % at 12.2 µM | 370,000 compounds, 0.56% hits | AID 743126, 2013;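 active means inhibition above mean plus 3 SD of compounds lying within the high and low control bounds, cut at about 19% in these data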;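 further: 0% = median of test compound wells and 100% = no enzyme DMSO wells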
# Target sequence (Q9NZ20 whole entry, looked up): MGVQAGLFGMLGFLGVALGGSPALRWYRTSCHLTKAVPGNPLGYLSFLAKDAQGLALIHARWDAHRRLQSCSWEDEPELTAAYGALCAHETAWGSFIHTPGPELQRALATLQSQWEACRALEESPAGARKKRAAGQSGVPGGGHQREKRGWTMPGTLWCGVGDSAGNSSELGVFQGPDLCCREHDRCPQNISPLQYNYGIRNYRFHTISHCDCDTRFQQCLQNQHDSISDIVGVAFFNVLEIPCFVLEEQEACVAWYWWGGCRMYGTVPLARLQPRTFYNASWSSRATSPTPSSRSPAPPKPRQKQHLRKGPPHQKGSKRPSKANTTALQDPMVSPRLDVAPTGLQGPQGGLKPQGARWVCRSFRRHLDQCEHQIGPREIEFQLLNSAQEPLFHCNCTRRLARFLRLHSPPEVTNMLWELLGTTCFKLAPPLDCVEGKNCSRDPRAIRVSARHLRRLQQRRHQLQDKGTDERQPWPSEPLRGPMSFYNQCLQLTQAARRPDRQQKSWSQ
# ssDAF-12 act = S. stercoralis DAF-12 nuclear receptor activators, primary screen, cell-based, luminescence, HEK293, GRIP1 co-expression, lit1-tk-luc; HEK293 ssDAF-12/GRIP1 lit1-tk-luc reporter; % of 3 µM dafachronic acid response; activation, % at 6.8 µM; 370,000 compounds, 1% hits;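 active means activation above the mean over all tested compounds plus 3 SD, cut at about 0.9% in these data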;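 further: 0% = DMSO-only wells and 100% = 3 µM delta7-dafachronic acid wells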
# DAX1 inh-2 = DAX1 (NR0B1) inhibitors, primary screen, cell-based, HEK293, Gal4-DAX1, luciferase luminescence. 340,000 compounds, 0.99% hits. Nuclear receptor subfamily 0 group B member 1 (Homo sapiens), P51843. AID 504766, 2011. inhibition, % at 6.75 µM. HEK293 Gal4-DAX1 luciferase reporter;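 active means inhibition above the mean over all tested compounds plus 3 SD, cut at about 4.2% in these data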;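 further: 0% = DAX1-transfected cells with DMSO and 100% = empty-vector control cells with DMSO; inhibition shows as a rise in luminescence from relieved DAX1 repression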
# Target sequence (P51843 207-470 limits assumed): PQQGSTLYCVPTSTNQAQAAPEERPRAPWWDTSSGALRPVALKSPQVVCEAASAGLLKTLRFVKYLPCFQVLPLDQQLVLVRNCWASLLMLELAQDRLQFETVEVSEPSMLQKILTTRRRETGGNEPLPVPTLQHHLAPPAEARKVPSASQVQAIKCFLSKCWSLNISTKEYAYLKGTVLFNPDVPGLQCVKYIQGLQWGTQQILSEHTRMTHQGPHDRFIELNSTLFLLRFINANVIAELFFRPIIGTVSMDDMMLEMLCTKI
# hgDAF-12 ag = H. glycines DAF-12 receptor agonists, primary screen, cell-based, luminescence, HEK293, GAL4 fusion, UAS-luciferase. Nuclear hormone receptor DAF-12 (Heterodera glycines), GAL4 fusion. HEK293 GAL4-hgDAF12 UAS-luciferase reporter, agonist luminescence; normalized to butyrate control. activation, % at 6.8 µM. 370,000 compounds, 1.8% hits. AID 687014, 2013;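 active means activation above a cutoff set at the mean of all screened compounds plus 3 SD, cut at about 10% in these data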;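 further: 0% = DMSO wells and 100% = sodium butyrate wells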
# Rev-erbA mod = modulators of Rev-erb alpha DNA binding, primary screen, biochemical, FITC-DNA, fluorescence polarization, uHTS. Nuclear receptor subfamily 1 group D member 1 (Homo sapiens), P20393. 370,000 compounds, 0.79% hits. Rev-erbα–FITC-DNA binding, 90 min. activity, % at 10 µM;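 active means activity above about 14%, limit read from the data; passing the limit was not always enough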;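 further: 0% = DMSO wells with 35 nM protein and 100% = DMSO wells with 750 nM protein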
# FXN GAA850 act = FXN promoter activators, primary screen, cell-based, luciferase luminescence, HEK293 lucGAA850; HEK293 lucGAA850 FXN promoter luciferase reporter, 24 h; percent of 10 µM SAHA response; activation, % at 6 µM; AID 540364, 2011; 360,000 compounds, 0.56% hits;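 active means activation above the average of all compounds screened plus 3 SD, cutoff fixed separately per campaign, cut at about 7.5% in these data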;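 further: 0% = DMSO wells and 100% = 10 µM SAHA wells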
# Active calls of the source: *; · = not tested or not shown.
# Under each structure – DAX1 inh-1, PG9 binder, PLC-beta3 inh, hcDAF12 agonist, SMARCA2 act, HGIII-sPLA2 inh, ssDAF-12 act, DAX1 inh-2, hgDAF-12 ag, Rev-erbA mod, FXN GAA850 act
CCC1(C)COC(c2ccc(OC)c(OC)c2)OC1 (stereo not given)
  -0.1, 0.0, 4.8, 0.4, -4.5, -2.1, -1.0, 0.8, -1.4, -3.1, -0.6
Cc1cccc(NC(=O)/C(=C\c2ccco2)NC(=O)c2cccs2)c1
  -0.5, -0.2, -28.1, 0.5, -0.7, 1.1, -1.2, 0.6, 0.2, -5.9, -2.4
CC(O)CNCCOc1cccc(Oc2ccccc2)c1 (stereo not given)
  0.7, -0.3, -4.0, 0.8, 0.6, -1.6, -1.4, 1.1, 1.8, 3.2, 0.7
CC(=O)Nc1ccc(OCC(=O)Nc2ccc(Cl)c(S(=O)(=O)N3CCOCC3)c2)cc1
  -4.4, -2.1, 5.6, -4.6, -4.3, -1.8, -1.9, ·, -9.1, -2.3, -5.0
Cc1c(C(=O)NCCC2=CCCCC2)oc2ccc(S(=O)(=O)N3CCC4(CC3)OCCO4)cc12
  -2.3, 1.4, -0.1, -3.9, -2.4, -16.6, -1.3, -1.4, -4.9, 3.4, -4.2
CCOC(=O)c1cc(NC(=O)NC2CCCCC2)c(C)nc1C
  0.1, -0.6, -4.6, 2.5, -1.7, 9.2, -1.5, 0.6, 3.0, -0.3, -1.8
COc1ccc(CC(=O)Nc2nc(OCCN3CCCC3=O)cnc2-c2cccc(C(F)(F)F)c2)cc1
  0.0, 3.0, -0.8, -0.9, -2.3, 3.6, -1.6, ·, -2.6, 3.9, -1.8
C=CC[C@@H](CC(=O)N(CCO)Cc1ccccc1)C(=O)N[C@H](COC(=O)[C@@H](CC=C)CC(=O)OC(C)(C)C)Cc1ccccc1
  -1.7, -0.5, 4.6, -0.5, -5.3, -28.4, -0.7, -2.2, -3.9, -0.7, -7.1
CCOC(=O)c1c(NC(=O)CN2C(=O)C(=O)N(CC(C)C)C2=O)sc(C)c1CC
  -1.3, 0.1, -1.4, 0.1, -0.2, -4.3, -1.5, -1.0, -0.6, -0.7, 2.1
CC1CCCCN1CCn1cnc2c([nH]c3ccccc32)c1=O (stereo not given)
  0.0, -0.2, -6.0, 2.5, 1.0, -1.2, -0.5, 0.8, 2.3, -0.9, 0.0
COc1ccccc1CC(NC(C)=O)C(=O)NC1CCN(C(=O)Nc2ccccc2C)CC1 (stereo not given)
  0.3, -1.7, 1.8, -0.4, -2.1, 1.7, -0.6, -0.8, 2.8, -2.9, 0.0
CC[C@@]1(C(=O)OC)N[C@H](CN(C)C(C)=O)[C@@H]2C(=O)N(Cc3ccccc3)C(=O)[C@@H]21
  0.0, -1.1, 1.7, -0.3, 4.6, 2.9, -0.7, 0.1, 1.3, -8.4, 1.4
C[C@@H](CO)N(Cc1cn(Cc2ccccc2)nn1)S(=O)(=O)c1ccc(F)cc1Br
  0.3, ·, -1.2, -1.7, -5.4, 8.8, -0.7, ·, -0.8, 6.1, ·
O=C(CSc1nnc(-c2cccnc2)n1-c1ccc(Cl)cc1)Nc1ccccc1-c1ccccc1
  -1.2, ·, 0.7, -2.5, -4.6, -14.2, -1.5, ·, -2.0, -2.5, ·
S=C(NCCc1ccccc1)N1CCC2CC1c1c(Cl)cccc12 (stereo not given)
  -1.1, -3.5, -0.6, -2.1, -3.7, 12.0, -1.1, 1.3, -0.5, -0.9, 0.5
Nc1ncnc2c1ncn2C1CCCC(CO)O1 (stereo not given)
  -0.6, 0.2, 2.1, -1.3, -2.8, 4.9, -1.2, 0.8, 2.5, 6.8, -1.1
COc1ccc(NS(=O)(=O)c2ccc(NC(C)=O)cc2)cc1OC
  -1.4, -0.1, -0.6, -1.3, -4.2, 5.3, -2.3, -1.9, -2.8, -6.7, -2.0
Cc1ccc(OCC(=O)NNC(=O)c2ccco2)c(C)c1
  2.5, 2.2, -8.4, 1.8, -1.5, 5.4, -0.5, 0.7, 6.7, 3.9, 1.1
COc1cc2nc(CN3C(=O)c4ccccc4C3=O)oc(=O)c2cc1OC
  0.6, 0.6, -0.4, 0.1, -1.5, 4.8, -1.3, 0.6, -0.5, -2.4, -1.9
CCCn1c(N)c(N(CCOC)C(=O)CSc2cc(C)c3ccccc3n2)c(=O)[nH]c1=O
  -0.6, -1.9, -4.7, -1.4, 1.4, -4.2, -0.9, 0.2, -1.3, 2.5, 0.4
CN1/C(=C/C(=S)NC(=O)C2CCC2)C(C)(C)c2ccccc21
  -0.5, 0.8, -9.0, -1.7, -0.7, 12.6, -1.9, 1.2, 3.2, 4.8, 0.0
CCCCCn1c(C(C)NC(=O)CCC)nc2ccccc21 (stereo not given)
  -1.4, 1.0, 14.3*, -1.8, -3.1, 4.3, -1.7, -0.2, -5.2, -1.6, -1.1
Cc1ccccc1OCC(=O)OCC(=O)NCc1cccs1
  0.3, -0.3, 4.5, -0.4, -0.4, -4.8, -1.2, 0.2, 0.1, -0.7, 1.8
O=C(Nc1ccccc1)c1nccn1Cc1ccc(F)cc1
  0.8, -0.3, 3.4, 0.4, 9.9*, 6.3, -0.4, 1.5, 3.3, -0.6, 3.4
CN(C)Cc1c(C(=O)N/N=C/c2cccc(OCc3ccccc3)c2)nnn1-c1nonc1N
  -0.2, -1.3, -8.7, 1.9, -1.2, -3.1, -0.4, -0.6, 2.9, -4.6, -1.9
O=C(NCc1ccccc1)c1cc(C2CCCN(C(=O)CCc3ccccc3)C2)on1 (stereo not given)
  -0.4, -0.5, -0.2, -1.2, -4.2, 1.7, -1.8, ·, 0.7, -2.1, -0.7
COc1cc(C(=O)NCC(=O)N/N=C(/C)c2cccs2)cc(OC)c1OC
  0.4, -0.6, 1.6, -0.2, -1.1, -2.1, -1.5, 1.3, -2.5, 0.5, -0.1
Cc1ccc(Nc2c(-c3ccccn3)nc3cccc(C)n23)cc1
  -2.3, -2.0, -15.9, -3.2, -5.2, 22.9*, -2.1, -0.5, -14.8, 6.3, 0.5
CC(=O)N/C(=C\c1ccccc1)C(=O)OCC(=O)Nc1ccc(C)c(S(=O)(=O)N(C)C)c1
  0.9, -2.3, -5.9, 0.3, -0.4, -8.0, -0.9, -0.8, 0.7, -1.5, 2.1
CCN1CCN(C(=O)c2cc(COc3ccc(C(C)=O)cc3OC)on2)CC1
  0.7, -2.4, -5.0, 5.2, 3.9, -4.1, 0.1, 1.7, 11.9*, -3.3, 3.0

# Part of the list above, as comma-separated lines:
molecule,DAX1 inh-1,PG9 binder,PLC-beta3 inh,hcDAF12 agonist,SMARCA2 act,HGIII-sPLA2 inh,ssDAF-12 act,DAX1 inh-2,hgDAF-12 ag,Rev-erbA mod,FXN GAA850 act
C=CC[C@@H](CC(=O)N(CCO)Cc1ccccc1)C(=O)N[C@H](COC(=O)[C@@H](CC=C)CC(=O)OC(C)(C)C)Cc1ccccc1,-1.7,-0.5,4.6,-0.5,-5.3,-28.4,-0.7,-2.2,-3.9,-0.7,-7.1
O=C(CSc1nnc(-c2cccnc2)n1-c1ccc(Cl)cc1)Nc1ccccc1-c1ccccc1,-1.2,·,0.7,-2.5,-4.6,-14.2,-1.5,·,-2.0,-2.5,·
COc1ccc(NS(=O)(=O)c2ccc(NC(C)=O)cc2)cc1OC,-1.4,-0.1,-0.6,-1.3,-4.2,5.3,-2.3,-1.9,-2.8,-6.7,-2.0
CC(O)CNCCOc1cccc(Oc2ccccc2)c1 (stereo not given),0.7,-0.3,-4.0,0.8,0.6,-1.6,-1.4,1.1,1.8,3.2,0.7
CCN1CCN(C(=O)c2cc(COc3ccc(C(C)=O)cc3OC)on2)CC1,0.7,-2.4,-5.0,5.2,3.9,-4.1,0.1,1.7,11.9*,-3.3,3.0

# (cont.)
# Under each structure – DAX1 inh-1, PG9 binder, PLC-beta3 inh, hcDAF12 agonist, SMARCA2 act, HGIII-sPLA2 inh, ssDAF-12 act, DAX1 inh-2, hgDAF-12 ag, Rev-erbA mod, FXN GAA850 act
Cc1cccc(-c2noc(Cc3ccccc3)n2)c1
  1.6, -0.7, 2.5, 0.9, 4.8, 1.5, -1.8, 1.0, 3.5, -4.0, 2.5
COc1cc(/C=C2\SC(=S)N(NS(=O)(=O)c3ccc(C)cc3)C2=O)cc(OC)c1OC
  0.3, -0.8, -4.1, -0.8, -1.3, -5.7, -1.4, 1.7, 2.7, -1.0, 0.7
O=C(Nc1cccc(Cl)c1)Nc1nnc(CC2=CCCCC2)s1
  0.0, -1.8, 4.4, -2.3, 0.0, -0.2, -0.6, 0.7, -0.5, 0.2, 1.6
C=C[C@@H]1c2c(F)cccc2N(S(=O)(=O)c2ccc(C)cc2)[C@H](c2ccc(C(=O)OC)cc2)C1(C#N)C#N
  -0.5, -1.2, 2.0, 0.1, 0.7, -1.8, -1.4, -0.3, 0.4, 0.4, 1.7
O=C(CSc1ccc2nnc(-c3ccccn3)n2n1)Nc1ccc2c(c1)OCO2
  0.2, -0.1, 3.3, -1.1, 1.8, 8.7, -1.6, 0.2, -0.3, -5.4, 1.1
CC(=O)c1ccc(N2CCN(S(=O)(=O)c3cn(C)cn3)CC2)cc1
  0.9, -1.6, -12.3, 0.5, -1.7, 0.8, -1.4, 1.2, 0.5, -4.7, -1.7
COc1ccccc1CNS(=O)(=O)c1cc2c3c(c1)CCC(=O)N3CCC2
  -1.8, 0.2, 2.5, -1.6, -2.8, -4.0, -0.9, -0.5, -3.4, 2.6, 0.2
COc1ccccc1-n1cnnc1SCC(=O)Nc1cccc(S(=O)(=O)N2CCCCC2)c1
  -1.1, 0.5, 3.8, -1.9, -3.8, 2.8, -1.9, ·, -4.2, -0.4, ·
O=C(/C=C/c1ccc(Cl)cc1)c1ccc([N+](=O)[O-])o1
  -0.2, 0.6, 0.3, -0.3, 0.4, 2.6, -1.0, 0.3, -2.5, -0.2, 5.8
CC(C)CCN1CCN(Cc2cccc3cccnc23)CC1CCO (stereo not given)
  0.5, -0.7, 0.2, 1.7, 1.2, -1.1, -0.1, -0.5, -2.7, -0.2, 0.0
CCc1ccc(C2C(C#N)=C(N)N(N(C)C)C3=C2C(=O)CCC3)s1 (stereo not given)
  -1.1, -2.6, -4.2, 3.0, -2.4, -5.1, -1.6, 1.5, -2.1, 1.8, 3.1
